S2 tox – Viability Counterscreen for Primary qHTS for Inhibitors of ATXN expression | Potency, µM (highest dose often 56.7 µM), most hits filed as cytotoxic | 400,000 compounds, 0.49% hits | S2 cells (HEK-293 line with an ATXN2-luciferase reporter) viability, CellTiter-Fluor protease fluorescence, 24 h; note: potency is the fitted concentration of half-maximal effect; nearly all actives have a fitted effect of over 40% in size
HT1080 IDH1KD tx – qHTS for induction of synthetic lethality in tumor cells producing 2HG: qHTS for the HT-1080-IDH1KD cell line; AID 686971, 2013; HT-1080 IDH1 knockdown viability, ATP luminescence, 48 h; 360,000 compounds, 2% hits; Potency, µM (highest dose often 46.1 µM), for inactives: at the top dose activity, negative = toxicity, most hits filed as cytotoxic;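 note: potency is the fitted concentration of half-maximal effect; 0% = DMSO wells and -100% = cell-free medium wells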
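Luminescent ATP read-out (CellTiter-Glo, 10 min at room temperature) after 48 h compound exposure at 37 °C gave viability of IDH1-knockdown HT-1080 cells. Activity was normalised to DMSO and cell-free wells, then fitted as concentration-response curves.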
IL1B secr inh – qHTS for Inhibitors of Inflammasome Signaling: IL-1-beta AlphaLISA Primary Screen | 360,000 compounds, 4.7% hits | activity change, % at 57.5 µM | THP-1 LPS/ATP IL-1B secretion, AlphaLISA, 16 h; stronger effect = lower value; in the data active = activity change below about -50%; inconclusive = mostly about -30% to -49%; note: % is set by controls: 0 for no effect and ±100 for the full control effect
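THP-1 cells pretreated 1 hr with compounds (up to 57.5 uM final), then stimulated with LPS (250 ng/mL final) plus ATP (1.25 mM final); secreted IL-1B measured by AlphaLISA after 16 hr, decreased signal indicating inhibition.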
KB-V1 cytotox – qHTS assay for MDR1-selective chemotherapeutics: Primary screen using the drug-selected MDR subline cells KB-V1 | KB-V1 MDR cells viability, CellTiter-Glo, 72 h | 400,000 compounds, 3.4% hits | Potency, µM (highest dose often 46.1 µM), for inactives: top-dose activity change, negative = cytotoxicity, usual class: cytotoxic | AID 1347076, 2019; note: potency is the fitted concentration of half-maximal effect; % is set by controls: 0 for no effect and ±100 for the full control effect; nearly all actives have a fitted effect of over 60% in size
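In this primary screen, KB-V1 cells overexpressing P-gp are incubated with library compounds (lowest to highest concentration) for 72 h at 37 degrees C before a luminescent ATP viability read.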
SW480 rereplic – A quantitative high throughput screen for small molecules that induce DNA re-replication in SW480 colon adenocarcinoma cells; AID 624297, 2012; 340,000 compounds, 1.8% hits; SW480 DNA re-replication, Hoechst DNA content imaging, 48 h; Potency, µM (titrated, usually from 46.1 µM), without a hit: at the top dose re-replication activation, most hits filed as activators; note: potency is the fitted concentration of half-maximal effect; % of control where 0% means no effect; nearly all actives have a fitted effect of over 55% in size
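Hoechst fluorescence of nuclei (405 nm excitation, 500-530 nm emission) measured by plate-scanning imager after 48 hr compound exposure at 37 C; re-replication scored as increased number of nuclei with elevated intensity.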
ATXN2 expr inh – Primary qHTS for Inhibitors of ATXN expression; HEK-293 ATXN2-luciferase reporter, luminescence, 24 h; Potency, µM (top dose mostly 57 µM), inactives show at the highest dose activity change, negative = inhibition, actives largely listed as inhibitors; 360,000 compounds, 0.72% hits; note: potency is the fitted concentration of half-maximal effect; % is set by controls: 0 for no effect and ±100 for the full control effect; nearly all actives have a fitted effect of over 55% in size
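qHTS (up to 57 uM final) was run with 24 h compound exposure of reporter cells at 37 °C. Each well was multiplexed: SteadyGlo luminescence measured ATXN2-luciferase expression after a fluorogenic Gly-Phe-AFC viability readout (25 uM final).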
MCF10A rereplic – A quantitative high throughput screen for small molecules that induce DNA re-replication in MCF 10a normal breast cells. Potency, µM (titrated, usually from 46.1 µM), for the others: at the highest dose activity, positive = re-replication, most hits filed as activators. 350,000 compounds, 2.9% hits. MCF 10A DNA re-replication, Hoechst nuclear intensity, 48 h; note: potency is the fitted concentration of half-maximal effect; % of control where 0% means no effect; nearly all actives have a fitted effect of over 50% in size
HT1080NT lethal – qHTS for induction of synthetic lethality in tumor cells producing 2HG: qHTS for the HT-1080-NT fibrosarcoma cell line; HT-1080-NT fibrosarcoma viability, CellTiter-Glo ATP luminescence, 48 h; Potency, µM (doses to about 46.1 µM), for inactives: top-dose activity, negative = less viability, actives largely listed as cytotoxic; 360,000 compounds, 1.6% hits;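 note: NT is the 2HG producing partner of a matched IDH1 knockdown line; potency is the fitted concentration of half-maximal effect; 0% = DMSO-treated cells and -100% = media-only wells without cells; nearly all actives have a fitted effect of over 55% in size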
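HT-1080-NT fibrosarcoma cells (2HG-overproducing), 750 cells/well in RPMI with 5% FBS, dosed after 2 h and incubated 48 h at 37C. CellTiter-Glo luminescence normalized to DMSO and no-cell wells; concentration-response curves fitted and classed.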
KB-3-1 tox – qHTS assay for MDR1-selective chemotherapeutics: Primary screen using the parental adenocarcinoma cell KB-3-1. Potency, µM (series often up to 46.1 µM), for the others: at the highest dose activity change, negative = cytotoxic, most hits filed as cytotoxic. KB-3-1 viability, CellTiter-Glo ATP luminescence, 72 h. 400,000 compounds, 1.4% hits; note: potency is the fitted concentration of half-maximal effect; % is set by controls: 0 for no effect and ±100 for the full control effect; nearly all actives have a fitted effect of over 60% in size
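Using CellTiter-Glo luminescence, growth of non-resistant KB-3-1 adenocarcinoma cells is assessed 72 h after pin-tool compound addition at 37 °C. Normalized responses across the concentration series yield fitted curves.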
Active calls of the source: *; [ ] = another dose, or the depositor's remark. Unless noted, calls come from the whole dose curve; as a rule, active = well fitted curve in the direction sought with a large enough effect; inconclusive = small, poorly fitted or top-dose-only effect, or another doubt; inactive = no such curve, though single readings can be large; an effect the other way counts as inactive or inconclusive.

Screening CCC1CCCCN1CCNC(=O)c1[nH]c(C)c(C(C)=O)c1C (stereo unspecified) returned S2 tox inactive, HT1080 IDH1KD tx 10.8%, IL1B secr inh -2.8, KB-V1 cytotox 5.5%, SW480 rereplic 1.6%, ATXN2 expr inh 3.5%, MCF10A rereplic 0.8%, HT1080NT lethal 11.6% and KB-3-1 tox 9.2%.
`CCOC(=O)N(C)C[C@@H]1OCc2cnnn2CCCC(=O)N([C@H](C)CO)C[C@@H]1C` gave S2 tox inactive, HT1080 IDH1KD tx 10.6%, IL1B secr inh 11.0, KB-V1 cytotox 15.3%, ATXN2 expr inh 3.2%, HT1080NT lethal 12.7% and KB-3-1 tox -5.2%.
`Cc1ccc(Cl)c(NC(=O)CN2C(=O)C(C)N(c3ccc(F)cc3)C2=O)c1Cl` (stereo unspecified) gave S2 tox inactive, HT1080 IDH1KD tx -18.7%, IL1B secr inh -12.4, KB-V1 cytotox -28.2%, HT1080NT lethal -6.0% and KB-3-1 tox -15.2%.
Screening CCOc1ccc(S(=O)(=O)Nc2ccc(F)cc2)c(C)c1C returned S2 tox inconclusive, HT1080 IDH1KD tx 10µM*, IL1B secr inh 12.2, KB-V1 cytotox -11.2%, SW480 rereplic 0.3%, ATXN2 expr inh -19.8%, MCF10A rereplic inconclusive, HT1080NT lethal 5.8%[9.24 µM] and KB-3-1 tox -21.3%.
Screening OCC[C@@H]1C[C@H](O)[C@@H](O)[C@]2(CCCO2)O1 returned S2 tox inactive, HT1080 IDH1KD tx 4.6%, IL1B secr inh 12.7, KB-V1 cytotox -3.7%, SW480 rereplic -5.4%, ATXN2 expr inh 6.7%, MCF10A rereplic 1.2%, HT1080NT lethal 3.7% and KB-3-1 tox 18.7%.
For O=c1ccc2ccc(O[C@@H]3O[C@H](CO[C@@H]4OC[C@](O)(CO)[C@H]4O)[C@@H](O)[C@H](O)[C@H]3O)cc2o1 the results were S2 tox inactive, HT1080 IDH1KD tx 11.6%, IL1B secr inh -8.3, KB-V1 cytotox -18.7%, SW480 rereplic 1.4%, ATXN2 expr inh 5.2%, MCF10A rereplic -3.1%, HT1080NT lethal 7.1% and KB-3-1 tox 5.0%.
Cc1cccc(N2CCN(c3ncnc4onc(C)c34)CC2)c1C was read as S2 tox inactive, KB-V1 cytotox 0.0%, ATXN2 expr inh -3.9% and KB-3-1 tox -3.1%.
For COc1ccc(NC(=O)CSc2nc(=O)n(CCN3CCOCC3)c3c2CCC3)c(OC)c1 the results were S2 tox inactive, HT1080 IDH1KD tx 0.8%, IL1B secr inh 9.3, KB-V1 cytotox 0.8%, SW480 rereplic -3.5%, ATXN2 expr inh 8.2%, MCF10A rereplic 5.0%, HT1080NT lethal 4.7% and KB-3-1 tox -1.3%.
Screening COC(=O)c1ccc2c(=O)n(CCN3CCOCC3)c(=S)[nH]c2c1 returned S2 tox inactive, HT1080 IDH1KD tx 10.8%, IL1B secr inh 29.0, KB-V1 cytotox -10.1%, SW480 rereplic 6.4%, ATXN2 expr inh -2.7%, MCF10A rereplic 10.9%, HT1080NT lethal -4.1% and KB-3-1 tox 1.3%.
`O=C(NCc1cccnc1)C(=O)NCC(c1ccco1)N1CCN(c2ccccc2F)CC1` (stereo unspecified) gave S2 tox inactive, HT1080 IDH1KD tx 3.7%, IL1B secr inh 7.4, KB-V1 cytotox inconclusive, SW480 rereplic -0.6%, ATXN2 expr inh -4.7%, MCF10A rereplic 5.0%, HT1080NT lethal 4.2% and KB-3-1 tox -3.1%.
For O=C(Oc1cccc2cccnc12)c1ccc2c(c1)OCCO2 the results were S2 tox inactive, HT1080 IDH1KD tx inconclusive, IL1B secr inh -5.1, KB-V1 cytotox inconclusive, SW480 rereplic 10.3µM*, ATXN2 expr inh -0.1%, MCF10A rereplic 3.26µM*, HT1080NT lethal 23.1µM* and KB-3-1 tox -6.2%.
For Cc1onc(-c2c(F)cccc2Cl)c1C(=O)N1CCc2ccccc21 the results were S2 tox inactive, HT1080 IDH1KD tx -29.0%, IL1B secr inh 10.7, KB-V1 cytotox inconclusive, SW480 rereplic inconclusive, ATXN2 expr inh -11.6%, MCF10A rereplic 21.1%, HT1080NT lethal -2.1% and KB-3-1 tox -23.6%.
CCOc1ccccc1C(=O)N/N=C/c1c[nH]c2ccccc12 was read as S2 tox inactive, HT1080 IDH1KD tx 0.7%, IL1B secr inh -13.0, KB-V1 cytotox 3.1%, SW480 rereplic -2.3%, ATXN2 expr inh -9.3%[11.3 µM], MCF10A rereplic 8.9%, HT1080NT lethal 2.1% and KB-3-1 tox 5.0%.
CCOc1ccc(S(=O)(=O)N2CCN(C(=O)c3cccnc3)CC2)cc1 was read as S2 tox inactive, HT1080 IDH1KD tx 18.6%, IL1B secr inh 16.4, KB-V1 cytotox -18.6%, SW480 rereplic -0.3%, ATXN2 expr inh -10.7%, MCF10A rereplic 8.0%, HT1080NT lethal 3.5% and KB-3-1 tox -2.9%.
CC(C)(C)OC(=O)NC(CCCCNC=O)C(=O)O (stereo unspecified) was read as S2 tox inactive, HT1080 IDH1KD tx 3.1%, IL1B secr inh 17.1, KB-V1 cytotox 0.0%, SW480 rereplic -0.2%, ATXN2 expr inh 6.9%, MCF10A rereplic 2.2%, HT1080NT lethal 4.0% and KB-3-1 tox 14.3%.
For C=CCn1c(O)c2ccc(C(=O)N=NC(=O)c3ccc(F)cc3)cc2c1O the results were S2 tox inactive, HT1080 IDH1KD tx 15.5%, IL1B secr inh -6.5, KB-V1 cytotox 17.6%, SW480 rereplic -54.8%[inhibitor], ATXN2 expr inh -12.1%, MCF10A rereplic -2.8%, HT1080NT lethal 0.9% and KB-3-1 tox -2.3%.
For O=C(CCC1CCCN(C(=O)c2ccc3cc[nH]c3c2)C1)N1CCN(c2ccccn2)CC1 (stereo unspecified) the results were S2 tox inactive, HT1080 IDH1KD tx -7.2%, IL1B secr inh 6.1, KB-V1 cytotox -21.2%, SW480 rereplic -7.6%, ATXN2 expr inh -25.6%, MCF10A rereplic 4.7%, HT1080NT lethal 4.1% and KB-3-1 tox -10.3%.
For Cc1nc(SCC(=O)N2CCOCC2)c2c(C)c(C)sc2n1 the results were S2 tox inactive, HT1080 IDH1KD tx 4.6%, IL1B secr inh 10.8, KB-V1 cytotox 3.9%, SW480 rereplic -9.4%, ATXN2 expr inh -3.6%, MCF10A rereplic 4.0%, HT1080NT lethal -4.4% and KB-3-1 tox 3.0%.
Cc1ccc(CS(=O)(=O)c2ncc(Cl)c(C(=O)Nc3nc4ccc(F)cc4s3)n2)cc1 was read as S2 tox inconclusive, KB-V1 cytotox -4.7%, ATXN2 expr inh -26.2% and KB-3-1 tox -1.5%.
`Cc1ccc2c(c1)cc(CN(C(=O)N1CCOCC1)C1CCCC1)c1nnnn12` gave S2 tox inactive, HT1080 IDH1KD tx -0.5%, IL1B secr inh 13.7, KB-V1 cytotox -19.0%, SW480 rereplic -2.8%, ATXN2 expr inh 22.4%, MCF10A rereplic -3.7%, HT1080NT lethal 10.4% and KB-3-1 tox 1.2%.

Next part (2 carried over from the part before).
Cc1ccc(CS(=O)(=O)c2ncc(Cl)c(C(=O)Nc3nc4ccc(F)cc4s3)n2)cc1 was read as S2 tox inconclusive, KB-V1 cytotox -4.7%, ATXN2 expr inh -26.2% and KB-3-1 tox -1.5%.
`Cc1ccc2c(c1)cc(CN(C(=O)N1CCOCC1)C1CCCC1)c1nnnn12` gave S2 tox inactive, HT1080 IDH1KD tx -0.5%, IL1B secr inh 13.7, KB-V1 cytotox -19.0%, SW480 rereplic -2.8%, ATXN2 expr inh 22.4%, MCF10A rereplic -3.7%, HT1080NT lethal 10.4% and KB-3-1 tox 1.2%.
For COc1ccc(OC)c(S(=O)(=O)Nc2ccccc2C(F)(F)F)c1 the results were S2 tox inactive, HT1080 IDH1KD tx 0.3%, IL1B secr inh -0.1, KB-V1 cytotox 15.2%, SW480 rereplic -1.2%, ATXN2 expr inh -2.7%, MCF10A rereplic -186.2%[0.0737 µM], HT1080NT lethal -9.6% and KB-3-1 tox 2.2%.
O=C(Cc1c(F)cccc1Cl)N1CCN(S(=O)(=O)c2cccs2)CC1 was read as S2 tox inactive, HT1080 IDH1KD tx 0.9%, IL1B secr inh 17.8, KB-V1 cytotox -2.1%, SW480 rereplic -12.2%, MCF10A rereplic -2.0%, HT1080NT lethal 2.4% and KB-3-1 tox -0.4%.
`CCc1cccc(CC)c1NC(=O)COC(=O)c1cccc(S(=O)(=O)N2CCc3ccccc3C2)c1` gave S2 tox inactive, HT1080 IDH1KD tx inconclusive, IL1B secr inh 5.7, KB-V1 cytotox 23.9%, SW480 rereplic inconclusive, ATXN2 expr inh 10.0%, MCF10A rereplic 21.8%, HT1080NT lethal 27.9% and KB-3-1 tox 2.5%.
CC(Oc1ccc2c3c(c(=O)oc2c1)CCCC3)C(=O)NCc1cccnc1 (stereo unspecified) was read as S2 tox inactive, HT1080 IDH1KD tx -3.5%, IL1B secr inh -9.5, KB-V1 cytotox 5.6%, SW480 rereplic -7.6%, MCF10A rereplic -4.4%, HT1080NT lethal 0.0% and KB-3-1 tox 2.8%.
Screening COc1ccc(-c2csc(NC(=O)CSc3nnc(Nc4ccccc4C)s3)n2)cc1 returned S2 tox inconclusive, HT1080 IDH1KD tx 20.6µM*, IL1B secr inh 19.9, KB-V1 cytotox -25.5%, SW480 rereplic 5.8µM*, ATXN2 expr inh -34.9%, MCF10A rereplic inconclusive, HT1080NT lethal 20.6µM* and KB-3-1 tox -18.9%.

From PubChem
